Screens (PubChem)
L3MBTL1 inh: inhibitors of human L3MBTL1; Q9Y468; AlphaScreen L3MBTL1–H3K9me1 peptide binding; Potency, µM (series often up to 57.1 µM), inactives show top-dose activity, negative = inhibition, most hits filed as inhibitors; actives 0.66% (n = 230,000); AID 485360; active = well fitted inhibition curve with a large enough effect; inconclusive = small, poorly fitted or top-dose-only effect; inactive = no such curve, though single readings can be large or run the other way; also: nearly all actives have a fitted effect of over 60% in size
Target sequence (Q9Y468 whole entry, looked up): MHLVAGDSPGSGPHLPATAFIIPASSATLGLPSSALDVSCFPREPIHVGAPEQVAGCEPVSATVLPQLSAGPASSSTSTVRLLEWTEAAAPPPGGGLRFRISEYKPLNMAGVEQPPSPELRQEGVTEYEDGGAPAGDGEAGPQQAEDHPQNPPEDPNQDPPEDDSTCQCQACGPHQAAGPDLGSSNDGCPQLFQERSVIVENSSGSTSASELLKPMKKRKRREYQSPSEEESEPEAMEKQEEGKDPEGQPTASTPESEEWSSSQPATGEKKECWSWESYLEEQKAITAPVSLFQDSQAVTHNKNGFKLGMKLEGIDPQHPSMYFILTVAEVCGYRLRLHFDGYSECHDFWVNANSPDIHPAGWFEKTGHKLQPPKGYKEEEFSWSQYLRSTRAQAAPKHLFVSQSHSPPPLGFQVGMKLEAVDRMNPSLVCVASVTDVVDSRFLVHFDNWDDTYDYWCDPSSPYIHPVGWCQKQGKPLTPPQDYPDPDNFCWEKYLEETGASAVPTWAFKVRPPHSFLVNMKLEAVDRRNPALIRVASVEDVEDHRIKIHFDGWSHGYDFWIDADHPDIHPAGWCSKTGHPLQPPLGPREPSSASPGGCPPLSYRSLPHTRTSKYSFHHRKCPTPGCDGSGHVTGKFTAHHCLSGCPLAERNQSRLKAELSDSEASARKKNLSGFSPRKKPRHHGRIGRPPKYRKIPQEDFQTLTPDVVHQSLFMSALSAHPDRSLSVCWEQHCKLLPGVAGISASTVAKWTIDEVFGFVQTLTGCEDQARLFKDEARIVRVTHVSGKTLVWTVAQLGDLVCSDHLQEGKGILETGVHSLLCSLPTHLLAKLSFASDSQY
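First, the protein-peptide complex forms for 30 min at room temperature (L3MBTL1 50 nM, biotinylated H3K9me1 peptide 75 nM). Next, compounds are pin-transferred and incubated 30 min. Finally, AlphaScreen beads are added and read after 30 min.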
An asterisk follows results filed as active; ? = inconclusive; [ ] = dose if it differs, or a comment. % is scaled to controls: 0 for no effect and ±100 for the full control effect; potency is read from the fitted curve at half-maximal effect.

The opening 15 entries, ahead of the listing:
SMILES	L3MBTL1 inh
Cc1ccc(S(=O)(=O)CCC(=O)OCC(=O)c2cc(C)n(C)c2C)cc1	-9%
Cc1ccc(S(=O)(=O)N2CCN(C(=O)c3ccc(COc4ccccc4)o3)CC2)cc1	-3%
COc1ccc(/C=C/C(=O)OCC(=O)c2ccc[nH]2)cc1	-1%
COc1cccc(-c2sc3ccc(OC)cc3c2-c2ccc(OCCN(C)C)cc2)c1	-13%
Nc1cc(=O)[nH]c(=O)n1CCc1ccccc1	32%[activator]
Fc1cccc(Cl)c1CNCCCSc1ncccn1	10%
COc1ccc(NC(=O)CCN=C2NS(=O)(=O)c3ccccc32)cc1S(=O)(=O)N(C)C	1%
O=C(Cn1ccc(NC(=O)OCc2ccccc2)nc1=O)NCCCc1ccccc1	0%
CC1(C)C(=O)Nc2ccccc2N1C(=O)COC(=O)c1cccnc1	-1%
O=C(COC(=O)Cn1[nH]c(=O)c2ccccc2c1=O)NNC(=O)c1ccc(Br)cc1	0%
Cc1cc(C)cc(NC(=O)COc2coc(CN3CCc4ccccc4C3)cc2=O)c1	-2%
N#Cc1ccccc1OCC(=O)NCCNC(=O)COc1ccccc1C#N	4%
CC1CCCCC1NC(=O)NC(=O)COC(=O)c1cncc(Br)c1 (stereo not drawn)	32%[activator]
CN(C)C(CNC(=O)c1ccc(NS(=O)(=O)c2ccc(F)c(F)c2)cc1)c1ccccc1 (stereo not drawn)	-9%
COc1ccc(/C=C/C(=O)Nc2ccc(C)c(S(=O)(=O)N3CCOCC3)c2)cc1	-3%

All compounds of this part, from the start:
SMILES	L3MBTL1 inh
Cc1ccc(S(=O)(=O)CCC(=O)OCC(=O)c2cc(C)n(C)c2C)cc1	-9%
Cc1ccc(S(=O)(=O)N2CCN(C(=O)c3ccc(COc4ccccc4)o3)CC2)cc1	-3%
COc1ccc(/C=C/C(=O)OCC(=O)c2ccc[nH]2)cc1	-1%
COc1cccc(-c2sc3ccc(OC)cc3c2-c2ccc(OCCN(C)C)cc2)c1	-13%
Nc1cc(=O)[nH]c(=O)n1CCc1ccccc1	32%[activator]
Fc1cccc(Cl)c1CNCCCSc1ncccn1	10%
COc1ccc(NC(=O)CCN=C2NS(=O)(=O)c3ccccc32)cc1S(=O)(=O)N(C)C	1%
O=C(Cn1ccc(NC(=O)OCc2ccccc2)nc1=O)NCCCc1ccccc1	0%
CC1(C)C(=O)Nc2ccccc2N1C(=O)COC(=O)c1cccnc1	-1%
O=C(COC(=O)Cn1[nH]c(=O)c2ccccc2c1=O)NNC(=O)c1ccc(Br)cc1	0%
Cc1cc(C)cc(NC(=O)COc2coc(CN3CCc4ccccc4C3)cc2=O)c1	-2%
N#Cc1ccccc1OCC(=O)NCCNC(=O)COc1ccccc1C#N	4%
CC1CCCCC1NC(=O)NC(=O)COC(=O)c1cncc(Br)c1 (stereo not drawn)	32%[activator]
CN(C)C(CNC(=O)c1ccc(NS(=O)(=O)c2ccc(F)c(F)c2)cc1)c1ccccc1 (stereo not drawn)	-9%
COc1ccc(/C=C/C(=O)Nc2ccc(C)c(S(=O)(=O)N3CCOCC3)c2)cc1	-3%
CC(Oc1ccccc1)C(=O)Nc1ccc(F)c(S(=O)(=O)N2CCOCC2)c1 (stereo not drawn)	1%
O=C(NCCC(=O)N1CCN(C(=O)c2ccco2)CC1)c1ccccc1Cl	-15%
Cc1cc(C)n2nc(SCC(=O)Nc3ccc(F)c(F)c3F)nc2n1	2%
CCN(CC(=O)Nc1ccc(NC(C)=O)cc1)C(=O)c1ccccc1SCc1c(C)noc1C	5%
O=C(Cn1ccc(NC(=O)OCc2ccccc2)nc1=O)NCc1ccc2c(c1)OCO2	-5%
COc1ccc(NC(=O)CN(C)C(=O)CN2C(=O)NC3(CCCCC3)C2=O)cc1	0%
O=C1CCC(C(=O)Nc2ccc([N+](=O)[O-])cc2)N1 (stereo not drawn)	-1%
Cc1ccc(C(=O)OCC(=O)N2C(C)CCCC2C)cc1S(=O)(=O)N1CCCCC1 (stereo not drawn)	-3%
CCOc1ccccc1-n1nnnc1SCC(=O)N1CCCC1=O	0%
O=C(Nc1cccc(S(=O)(=O)N2CCCCC2)c1)C1CCCN1S(=O)(=O)c1ccccc1F (stereo not drawn)	-7%
OC(CCc1ccncc1)c1ccccc1 (stereo not drawn)	4%
CC(=O)Nc1ccc(NC(=O)C(C)OC(=O)C23CC4CC(CC(Cl)(C4)C2)C3)cc1 (stereo not drawn)	-2%
COc1ccccc1C(=O)N(C)c1nnc(-c2ccccc2)s1	77%[activator]
CCc1noc(C)c1C(=O)N(C)CC(=O)Nc1ccc(Cl)c(Cl)c1	9%
CC(=O)Nc1ccc(SCC(=O)NCC2(N3CCCCC3)CCCCC2)cc1	-4%
CCOc1ccc(OCCC(=O)N(CC)CC(=O)Nc2c(F)cccc2F)cc1	-1%
CCCCNc1c(-c2ccc(-c3cccc(Cl)c3)cc2)nc2ccccn12	-3%
CC(C)C(NS(=O)(=O)c1cccc(C(F)(F)F)c1)C(=O)NCc1cccs1 (stereo not drawn)	2%
COc1ccc(NC(=O)CCN2C(=O)c3ccccc3C2=O)c(OC)c1	-2%
COc1cc2ccccc2cc1C(=O)NCCCN1CCOCC1	3%
COc1cc(OC)cc(-c2sc3ccc(OC)cc3c2-c2ccc(OCCN3CCOCC3)cc2)c1	-23%
Cc1ccc(S(=O)(=O)N2CCOCC2)cc1-c1n[nH]c(=S)n1-c1ccccc1	-3%
CC(C)(C)OC(=O)C[C@@H]1C/C=C\C[C@@H](CC(=O)N[C@H](CO)Cc2ccccc2)C(=O)NCCOC1=O	6%
N#Cc1ccccc1S(=O)(=O)N1CCNS(=O)(=O)c2ccccc21	3%
CC(=O)Nc1ccc(NC(=O)c2ccc(OCc3c(C)noc3C)cc2)cc1	-4%
COc1ccc(CNC(=O)CC2C[C@H](C(=O)N3CCOCC3)[C@@]3(C)c4[nH]c5ccccc5c4CCN3C2=O)cc1OC (stereo partly drawn)	-1%
CC(C)(C)OC(=O)N[C@H](C(=O)OC(C)(C)C)c1ccc2ccccc2c1	-2%
O=C(c1ccc(OCC2CCCO2)cc1)N1CCN(S(=O)(=O)c2cccc(F)c2)CC1 (stereo not drawn)	7%
CC(=O)NCCc1ccc(C(=O)COC(=O)C2CCCCC2)cc1	-2%
O=C(Cc1ccccn1)c1ccc(Cl)cc1	8%
O=C(COC(=O)c1ccccc1C(=O)OCC(=O)NCCc1c[nH]c2ccccc12)NCCc1c[nH]c2ccccc12	-18%
N#Cc1cccc(NS(=O)(=O)c2ccc(S(=O)(=O)N3CCOCC3)cc2)c1	5%
COc1cc(CC(=O)OCC(=O)NC2CCCCC2C)cc(OC)c1OC (stereo not drawn)	1%
CCN(CC(=O)Nc1ccc(S(=O)(=O)N2CCCCC2)cc1)Cc1ccccc1	4%
CSCC[C@H](NC(=O)[C@H](Cc1ccccc1)n1c(=O)[nH]c2ccccc2c1=O)C(=O)N1CCC[C@H]1C(=O)O	-2%
CCOc1ncccc1C(=O)OCC(=O)NCc1cccs1	0%
COc1ccc(CCn2c(O)c(C3=c4ccccc4=NC3=O)sc2=S)cc1OC	4%
OCC[C@@H]1C[C@@H](O)[C@H](O)[C@]2(OCCCc3ccccc32)O1	4%
O=C(CN1C(=O)NC2(CCCC2)C1=O)NNC(=O)c1ccccc1	0%
O=C(CCNC(=O)c1ccc(Br)cc1)NC1CCCCCC1	34%
Cc1occc1C(=O)Nc1cc(S(=O)(=O)N2CCOCC2)ccc1OC(C)C	1%
O=C(CN1C(=O)NC2(CCOc3ccccc32)C1=O)c1ccc(F)c(F)c1 (stereo not drawn)	7%
COc1ccc(C(CNC(=O)C(CCSC)NC(=O)c2ccccc2Cl)N2CCCCC2)cc1 (stereo not drawn)	-1%
Cc1ccc(C(=O)Nc2cccc(NC(=O)c3cccs3)c2)c(C)c1	1%
CC(CCc1ccccc1)NC(=O)CCC(=O)N1CCC(C(=O)O)CC1 (stereo not drawn)	6%[2.29 µM]
Following part
SMILES	L3MBTL1 inh
N#Cc1ccc(C(=O)OCC(=O)Nc2cccc(S(=O)(=O)NC3=NCCC3)c2)cc1	-8%
CCCCCCn1c(N2CCCC2)nc2c1c(=O)n(C)c(=O)n2C	-2%
O=C(NC(=S)Nc1ncccn1)c1ccccc1Br	2%
Cc1ccc(S(=O)(=O)N(C)CC(=O)Oc2ccc(-c3nnco3)cc2)cc1	-1%
Cc1cccc([C@@H]2[C@@H]3C(=O)N(Cc4ccccc4)C(=O)[C@@H]3[C@]3(CC(C)C)C(=O)N(c4cccc(Cl)c4)C(=O)N23)c1	4%
CN(C)CCC(=O)N1c2ccccc2Sc2ccc(C(F)(F)F)cc21	-4%
COc1ccc(S(=O)(=O)N2CCN(c3nn(C)c(=O)n(C)c3=O)CC2)cc1	-3%
COc1ccccc1OCCn1nnc2ccccc21	5%
COc1cccc(-c2ncc3ccccc3c2COC(=O)c2ccccc2C(=O)O)c1	0%
COCCN(C(=O)CSc1nc2ccc(OC)cc2[nH]1)c1c(N)n(Cc2ccccc2)c(=O)[nH]c1=O	6%
COc1ccc(C[C@](C)(N)C(=O)O)cc1OC	6%
Cc1c(C2(O)CCCCC2)[nH]c2ncccc12	5%
Cn1c(=O)c(C(=O)NCCCc2ccccc2)c(O)c2ccccc21	105%[activator]
Cc1ccccc1NC(=O)Cc1nc(COC(=O)c2cc(Br)ccc2O)cs1	-1%
COc1ccc2nc(NC(=O)c3ccc([N+](=O)[O-])o3)sc2c1	-9%
Cc1cc(C)c(NC(=O)COc2cccnc2[N+](=O)[O-])c(C)c1	1%
O=C(COC(=O)c1n[nH]c2ccccc12)c1ccc(F)c(F)c1	-7%
CCC(C)[C@H](NS(=O)(=O)c1ccc(C)cc1)C(=O)N1CCC(C(=O)N2CCC(C(=O)OC)CC2)CC1 (stereo partly drawn)	8%
Cc1ccc(OCCNC(=O)CNC(=O)c2ccc(C)c(C)c2)cc1	-1%
CC(C)NC(=O)N(C)C[C@@H]1Oc2ccc(NC(=O)Nc3ccc(C(F)(F)F)cc3)cc2CC(=O)N([C@H](C)CO)C[C@@H]1C	3%
COc1ccc(C)cc1NC(=O)CSCc1ccccc1C	-2%[2.29 µM]
O=C(CN1CCCC1)N/N=C/c1c(O)ccc2ccccc12	?
OCCOc1ccc(CN2CCCC(N3CCN(c4ccc(F)cc4)CC3)C2)cc1 (stereo not drawn)	6%
CS(=O)(=O)N(CC(=O)N1CCCCCC1)c1cccc(F)c1	3%
CC1(C)CC(=O)C=C(Nc2ccccc2N)C1	-1%
O=C(Oc1ccc(Cl)c2cccnc12)c1cccnc1	?
C[C@H](C(O)c1ccccc1)N(C)C(=O)CN (stereo partly drawn)	-2%
CCC(=O)c1cn(CC(=O)Nc2cccc(OC)c2)c2ccccc12	2%
COc1ccc(Cl)cc1NC(=O)COC(=O)CCNS(=O)(=O)c1cccs1	-2%
O=C(Cc1ccc(S(=O)(=O)N2CCOCC2)s1)N(Cc1ccccc1)c1ccccc1	-1%
COc1ccc(C(C)NC(=O)C23CC4CC(CC(C4)C2)C3)cc1OC (stereo not drawn)	-1%[2.29 µM]
COc1ccc(-c2csc(NC(=O)C3CSC4(C)CCC(=O)N34)n2)cc1OC (stereo not drawn)	-3%
CC12CCC(=O)N1C(C(=O)NNC(=O)COc1cccc(C(F)(F)F)c1)CS2 (stereo not drawn)	8%
CCO[C@H]1c2c(ccc3ccc(=O)oc23)OC(C)(C)[C@H]1O	4%
COc1ccccc1NC(=O)CCN1CCN(c2ccc(Cl)cc2)CC1	-1%
CCN1C(=O)[C@H]2[C@H]3CN=C(SCc4ccccc4)N3[C@@](Cc3ccccc3)(C(=O)OC)[C@H]2C1=O	-8%
COC(=O)CN(C)C(=O)c1ccccc1OC1CCN(S(C)(=O)=O)CC1	62%[activator]
CCn1nccc1C(=O)Nc1ccc(C)c(C)c1	0%
CCOC(=O)C1=C(C)Nc2ccccc2N=C1NC(=O)c1oc2ccccc2c1COC	2%
COc1ccc(C(=O)Nc2cccc(NC(=O)c3cccs3)c2)cc1	-4%
CCOC(=O)C1=CN(Cc2cccc(F)c2)S(=O)(=O)NC1c1ccc(F)c(Cl)c1 (stereo not drawn)	-3%
COc1ccc(/C=C/C(=O)c2ccc([N+](=O)[O-])o2)cc1	1%
CCN(CC(=O)Nc1cccc(OC)c1)C(=O)c1cccc(S(=O)(=O)N2CCc3ccccc32)c1	-2%
CC(C)Oc1ccc(C(=O)Nc2cc(S(=O)(=O)N3CCOCC3)ccc2N2CCOCC2)cc1	5%
CCN1CCN(S(=O)(=O)c2ccc(OC)c3ccccc23)CC1	6%
O=C(COC(=O)c1n[nH]c(=O)c2ccccc12)NC1CCCCC1	0%
O=C(c1ccc(S(=O)(=O)Nc2ccccc2Cl)cc1)N1CCOCC1	7%
COc1cccc(-c2nn(-c3ccc(C)cc3)cc2C(=O)N2CCc3cc(OC)c(OC)cc3C2)c1	-7%
O=S(=O)(c1cccc(C(F)(F)F)c1)N1CCN(CC(O)COCc2ccccc2)CC1 (stereo not drawn)	-10%
CCN(CC(=O)Nc1ccc(NC(C)=O)cc1)C(=O)c1cccc2ccccc12	-1%
COc1ccc(C/C(=N\OC(C)=O)c2ccc(OC)cc2)cc1	5%
COc1cc(NC(=O)COC(=O)CCc2nc3ccccc3c(=O)[nH]2)cc(OC)c1	1%
COc1cc(OC)cc(C(=O)NCC(=O)NCCN2C(=O)S/C(=C\c3ccccc3Cl)C2=O)c1	-6%
COc1ccc(NC(=O)c2cc(C)cc(C)c2)cc1S(=O)(=O)N1CCCCC1	-5%
CCC(=O)c1cn(/C(=C\C(=O)OC(C)(C)C)CCC(OC)OC)cc1CC	2%
COc1ccc(NC(=O)c2cc(S(=O)(=O)N3CCOCC3)ccc2C)cc1S(=O)(=O)N1CCOCC1	-9%
COc1cc(C(=O)Nn2c(CC(C)C)nc3ccccc3c2=O)cc(OC)c1OC	2%
CC(=O)Oc1ccc2c3c(c(=O)oc2c1)CCCC3	-2%[2.29 µM]

Not all compounds are listed. The share of hits here may be higher or lower than overall.
